CHO-K1 Ca ag: counter-screen for M1 agonists: effect in parental CHO-K1 cells; 0.48% of 360,000 active; AID 602248, 2012; Fluo-8 calcium fluorescence; scaled to maximal ATP response, vehicle zero; activation, % at 3 µM; in the data active = activation above about 15%;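 also: untransfected CHO-K1 host cells lacking M1 receptor as counterscreen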
TAAR1 antag: human TAAR1 antagonists, primary screen, Fluo-8 calcium fluorescence, CHO RD-HGA16 cells | antagonist | inhibition, % at 3 µM | 1.5% of 360,000 active;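 active = inhibition above a per-plate cutoff, the mean inhibition of test compounds on that plate plus 3 SD, cut at about 49% in these data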;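 also: 0% = DMSO plus EC80 beta-PEA response and 100% = DMSO alone without agonist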
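Material: CHO RD-HGA16 cells bearing hTAAR1; compound dosing: one-point dosing, 3 µM nominal final; schedule: dye loading 75 min at 37 °C, then 30 min room temperature; measured by: calcium fluorescence with Fluo-8; control set: vehicle and agonist controls; replication: n of 1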
CHO-K1 Ca antag: counter-screen for M1 antagonists: effect in parental CHO-K1 cells; inhibition, % at 3 µM; 0.6% of 360,000 active; ATP-induced calcium, Fluo-8 fluorescence;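 active = inhibition above a per-plate cutoff, the plate's mean sample inhibition plus 3 SD, cut at about 24% in these data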;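 also: 0% = DMSO plus EC80 ATP and 100% = DMSO alone without ATP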
M1 ag: human M1 muscarinic receptor agonists, primary screen, Fluo-8 calcium fluorescence, CHO-K1 cells, HTS | CHO-K1 hM1, agonist mode; 0% DMSO, 100% acetylcholine EC100 | activation, % at 3 µM | 0.33% of 360,000 active | AID 588814, 2011;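 active = activation above the run's mean compound activation plus 3 SD, cut at about 16% in these data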;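 also: peak over basal fluorescence ratio within a 140 s kinetic read after compound addition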
V1aR counter: agonists of human V1a receptor, primary screen, counter-screen for OXTR agonist project, fluorescence, CHO-V1R cells; 0.25% of 320,000 active; activation, % at 3 µM; Vasopressin V1a receptor (Homo sapiens), P37288; Fluo-8 calcium fluorescence, agonist mode; 0% DMSO, 100% 3 nM vasopressin;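 active = activation above the mean activation of all tested compounds plus 3 SD, per screening run, cut at about 20% in these data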;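 also: signal is peak over basal fluorescence ratio across a 100 second FLIPR read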
Target sequence (P37288 whole entry, looked up): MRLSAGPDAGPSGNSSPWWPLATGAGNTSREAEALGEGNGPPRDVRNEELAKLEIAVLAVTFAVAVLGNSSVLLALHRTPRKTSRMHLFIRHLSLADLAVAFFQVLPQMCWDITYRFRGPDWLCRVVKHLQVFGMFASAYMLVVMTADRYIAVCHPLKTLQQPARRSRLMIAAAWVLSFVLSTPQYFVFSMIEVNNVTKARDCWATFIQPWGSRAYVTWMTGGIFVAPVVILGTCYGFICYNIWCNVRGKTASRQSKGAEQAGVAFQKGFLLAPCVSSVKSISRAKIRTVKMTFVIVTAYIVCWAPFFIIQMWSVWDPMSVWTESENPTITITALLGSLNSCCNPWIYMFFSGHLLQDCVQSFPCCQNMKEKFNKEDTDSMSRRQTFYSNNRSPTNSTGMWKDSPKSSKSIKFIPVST
CHO parental Ca: ATP-evoked calcium signal inhibitors, parental CHO, primary screen, counter-screen for OX1R antagonist project, cell-based, fluorescence, Fluo-8 calcium dye; inhibition, % at 5.6 µM; parental CHO-K1, ATP-induced calcium, Fluo-8 fluorescence; 0.63% of 330,000 active;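 active = inhibition above that plate's mean sample inhibition plus 3 SD, cut at about 26% in these data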;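 also: 0% = ATP-challenged DMSO wells and 100% = DMSO wells without ATP; some compounds past the cut are filed as inactive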
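Material – parental CHO cells · Reagent – ATP stimulus · Compound – single nominal dose of 5.6 µM per compound · Detection – Fluo-8 fluorescence · Read-out basis – percent inhibition of calcium signal · Controls – ATP-challenged DMSO wells low, unchallenged DMSO wells high · Repeats – no replicates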
OXTR potentiator: human OXTR potentiators, primary screen, fluorescence, CHO-OTR cells, Fluo-8 calcium. Oxytocin receptor (Homo sapiens), P30559. Fluo-8 calcium fluorescence, potentiator mode; 0% = oxytocin EC15, 100% = EC100. activation, % at 3 µM. 0.061% of 320,000 active;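 active = activation above that plate's cutoff, the mean activation of tested compounds plus 3 SD, cut at about 6.6% in these data, passing the limit was not always enough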;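 also: 100% uses oxytocin at 75 nM as the full agonist control; some results filed as inactive read as strong as hits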
Target sequence (P30559 whole entry, looked up): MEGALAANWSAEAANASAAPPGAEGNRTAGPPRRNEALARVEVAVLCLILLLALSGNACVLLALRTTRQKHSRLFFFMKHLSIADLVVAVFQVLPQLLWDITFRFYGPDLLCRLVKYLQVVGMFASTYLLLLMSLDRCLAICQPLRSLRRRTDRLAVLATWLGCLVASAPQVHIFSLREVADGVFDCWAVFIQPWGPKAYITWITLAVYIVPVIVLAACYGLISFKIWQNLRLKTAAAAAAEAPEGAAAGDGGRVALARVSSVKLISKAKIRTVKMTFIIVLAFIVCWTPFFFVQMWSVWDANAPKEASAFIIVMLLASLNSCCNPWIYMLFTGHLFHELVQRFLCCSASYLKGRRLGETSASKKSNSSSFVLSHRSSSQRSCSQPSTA
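Assay system: CHO-OTR cells, human receptor / Also added: oxytocin at about EC15, sub-maximal agonist stimulus / Dosing: single dose, 3.0 µM nominal final compound concentration / Incubation: 6 min pre-incubation, 100 s read / Technique: Fluo-8 calcium dye fluorescence / Read-out: % activation vs EC15 and EC100 oxytocin / Benchmarks: EC15 oxytocin low, 75 nM oxytocin high / Replicates: singlicate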
M1 PAM parental: nonselective calcium activators in parental CHO-K1 cells, primary screen, counter-screen for M1 PAM project, cell-based, Fluo-8 calcium fluorescence, full deck, 1536-well; activation, % at 3 µM; ATP EC20; 0% at ATP EC20, 100% at ATP max; 0.02% of 360,000 active;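 active = activation above the run cutoff, the mean activation of all test compounds plus 3 SD, cut at about 40% in these data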;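 also: peak over basal fluorescence ratio in a 140 s read after ATP addition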
TAAR1 agonist: human TAAR1 agonists, primary screen, Fluo-8 calcium fluorescence, CHO RD-HGA16 cells | Trace amine-associated receptor 1 (Homo sapiens), Q96RJ0 | vehicle wells 0%, saturating PEA agonist 100% | activation, % at 3 µM | 0.99% of 360,000 active | AID 624467, 2012;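 active = activation above the mean activation of all test compounds in the run plus 3 SD, cut at about 38% in these data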
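System: CHO-derived RD-HGA16 cells with stable Gα16 and human TAAR1 / Times: 17-24 h plating, Fluo-8 75 min 37 °C, 30 min RT / Technique: calcium-sensitive Fluo-8 signal, excitation 470-495, emission 515-575 nm / Measure: % activation relative to PEA EC100 response / Benchmarks: DMSO and PEA EC100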
* marks the source's active call; other numbers are inactive results; x = no result given.

Order of results: CHO-K1 Ca ag, TAAR1 antag, CHO-K1 Ca antag, M1 ag, V1aR counter, CHO parental Ca, OXTR potentiator, M1 PAM parental, TAAR1 agonist
[1] CCCCOC(=O)C1=C(C)NC(=O)NC1c1cc2c(cc1Br)OCO2 (configuration not stated)
→ 0.2, -7, -11, -1, -0.7, -10, -5, -18, 5
[2] N/C(=N\OC(=O)C1CCCCC1)c1ccc(Br)cc1
→ -0.1, 2, -2, 6, 1.1, 4, -2, -6, 2
[3] O=C(Nc1nccs1)c1cccc(NC(=O)C(F)(F)F)c1
→ 1.4, 16, -3, 1, 1.4, -1, -1, -4, 3
[4] Cc1c(NN=C(C#N)C#N)c(=O)n(-c2ccccc2)n1C
→ 0.6, -1, -7, -8, 0.4, 1, -13, 11, 5
[5] COc1ccc(-c2[nH]nc3c2C(c2ccc(OC(=O)N4CCOCC4)cc2)C(C#N)=C(N)O3)cc1 (configuration not stated)
→ x, 7, x, x, -0.7, -8, -2, x, 6
[6] O=C1CC(NC23CC4CC(CC(C4)C2)C3)C(=O)N1c1ccc2c(c1)OCO2 (configuration not stated)
→ -0.1, -19, -11, -4, 0.4, 1, 4, 5, 4
[7] Oc1ccccc1N1CCN(c2ncnc3sc(-c4ccccc4)cc23)CC1
→ 19*, 59*, 0, 0, -0.3, -18, -1, 15, 8
[8] O=C(Cn1nc(Cc2cccnc2)c2ccccc2c1=O)NCC1COc2ccccc2O1 (configuration not stated)
→ 0.7, -8, -9, 2, 0.0, -22, -15, 6, 1
[9] COc1ccccc1N1CCN(C(=O)CSc2nc(C)c(C)c(=O)[nH]2)CC1
→ -0.3, -13, -7, -3, -0.3, -10, -3, -4, 8
[10] Cc1cccc(OC(=O)c2ccc3c(=O)n4c(nc3c2)CCC4)c1
→ 7.2, 2, -8, 6, x, x, x, 23, 8
[11] Cc1ccc(S(=O)(=O)N(Cc2c(F)cccc2Cl)C(=O)N2CCN(C)CC2)cc1
→ 0.6, -6, -17, -3, 7.6, -27, 4, -2, 0
[12] Cc1ccc(CNC(=O)CCCc2nc3ccccc3s2)cc1
→ 0.2, -8, -4, -5, 0.6, -15, -6, 12, -1
[13] CC1CN(CC(O)COC2CCC(C(C)(C)C)CC2)CC(C)O1 (configuration not stated)
→ 0.9, 6, 0, -3, 1.8, -13, 0, -6, 3
[14] NC(=O)C1Cc2ccccc2CN1C(=O)c1cccc(Oc2ccccc2)c1 (configuration not stated)
→ 9.9, -6, -1, 6, 2.0, -35, -16, 4, 3
[15] CN(C)c1ccc(/C=N/NC(=O)c2ccccn2)cc1
→ 2.2, -14, -8, -2, 1.1, -10, -8, 10, 1
[16] Cc1ccc(C(=O)OCC(=O)NNC(=O)c2ccc([N+](=O)[O-])cc2)o1
→ 1.6, -26, 3, -1, -0.4, -11, -3, 1, 4
[17] Cc1ccccc1C(=O)Nc1ccc(N2CCN(C)CC2)nc1
→ -0.1, -27, -9, -7, 0.5, 5, -14, -4, 4
[18] CCn1c(C(C)NC(=O)c2cccs2)n[nH]c1=S (configuration not stated)
→ 0.3, 2, -16, -1, 0.9, -5, 0, 28, 0
[19] COc1ccc(Cl)cc1-c1nc(SCC(=O)NC(C)C)n[nH]1
→ 0.1, -25, -25, -4, -0.7, -13, -14, 12, 4
[20] Cc1cccnc1CCNC(=O)C1CCC(=O)N(Cc2cccc(F)c2)C1 (configuration not stated)
→ 0.7, -7, -11, -4, 1.3, -17, -5, 3, 1
[21] CC1CN(C(=O)CSc2nc(N)c(NC(=O)c3ccc(C(F)(F)F)cc3)c(=O)[nH]2)CC(C)O1 (configuration not stated)
→ 0.3, -14, 0, -1, x, x, x, 2, 19
[22] Cc1ccc(C)c(N2CCN(C(=O)c3csc(C)c3C)CC2)c1
→ 2.8, 33, -18, -5, 2.6, -17, -10, 34, 6
[23] COC(=O)CCCC1=CC2=CC(=O)C(C)(OC(=O)c3cccs3)C(=O)C2=CN1Cc1ccco1 (configuration not stated)
→ -0.2, 5, -4, -6, 0.2, -3, -11, 2, 2
[24] CCN(C[C@H]1N[C@@](Cc2ccccc2)(C(=O)OC)[C@H]2C(=O)N(Cc3ccccc3)C(=O)[C@@H]12)S(=O)(=O)c1ccc(C(C)(C)C)cc1
→ 1.3, -7, -1, -2, 2.3, -27, -8, 21, 0
[25] COc1ccc(Nc2nc3ccc(C)cn3c(=O)c2/C=N/O)cc1
→ -0.4, -12, -1, -8, -1.0, -30, -5, 21, 9
[26] Cc1ccc(C(=O)N/C(=C\c2cccs2)C(=O)N2CCN(C)CC2)cc1C
→ 2.6, -1, 8, -1, 0.0, 12, -7, 13, 2
[27] CCNC(=O)C1(C)CCCN(Cc2ccc(Oc3ccccc3)cc2)C1 (configuration not stated)
→ 4.9, -5, 15, -8, x, x, x, -7, 0
[28] Cc1c(O)ccc2c(CC(=O)N[C@@H](Cc3ccccc3)C(=O)O)cc(=O)oc12
→ 0.1, -7, -7, -3, x, x, x, -6, 0
[29] Cc1cc(Oc2ccc(Br)cc2)nc(SCC(=O)c2ccccc2)n1
→ 0.2, 24, -20, -7, -0.1, -26, -5, 28, 2
[30] Cc1ccc(-c2nnn(CC(=O)N(CCO)C(C(=O)NC(C)(C)C)c3ccncc3)n2)cc1 (configuration not stated)
→ 0.3, x, -13, -4, 2.4, -18, -2, 18, x

31: COc1ccc(-c2c3c(nc4sc5c(Cl)nc(C)nc5c24)CCC3)cc1
32: CC(C)CN1C(=O)NC(NS(=O)(=O)c2ccc(N)cc2)(C(F)(F)F)C1=O (configuration not stated)
33: Cc1cccc(C)c1NC(=O)C(c1ccccc1)N1CCOCC1 (configuration not stated)
34: C=CC1=C2C=C(C3CC3)N(C3CC3)C=C2C(=O)C(C)(OC(=O)c2ccco2)C1=O (configuration not stated)
35: CCCn1c(SCC(=O)NC)nc2sc3c(c2c1=O)CCC3
36: CCc1ccc(-c2nc(CN3CCC(C(=O)NCc4ccccc4OC)CC3)c(C)o2)cc1
37: CC(Sc1nncn1C)C(=O)Nc1cc(C(F)(F)F)ccc1N1CCOCC1 (configuration not stated)
38: COc1ccc2[nH]c3ccccc3c2c1
assay / entry	31	32	33	34	35	36	37	38
CHO-K1 Ca ag	-0.3	1.6	0.2	0.3	3.0	0.2	0.2	0.1
TAAR1 antag	x	-1	-11	6	-7	-9	-4	4
CHO-K1 Ca antag	-4	-4	-2	-9	5	-9	-4	1
M1 ag	-3	-4	-4	-4	-2	-6	-4	-4
V1aR counter	-0.3	0.3	0.1	-0.9	0.7	1.4	-0.1	-1.2
CHO parental Ca	-10	-19	-3	-7	-7	-8	-13	-8
OXTR potentiator	-14	-4	-9	-8	-7	-4	-1	-14
M1 PAM parental	7	26	17	7	-8	17	10	3
TAAR1 agonist	x	4	3	14	1	14	-1	4

39: COc1ccc(NC(=O)C2CC(=O)N(c3ccccc3Cl)C2)c(OC)c1 (configuration not stated)
40: CC(=O)Nc1cccc(Nc2nc(-c3ccccc3)nc3ccccc23)c1
41: O=C(N/N=C/c1cc(Br)c(Br)o1)c1ccc2c(c1)OCCO2
42: Cn1c(SCc2ccc(C#N)cc2Cl)nc2ccccc21
43: CCCCNC(=O)CSc1nc2ccsc2c(=O)n1CCCC(=O)NCCc1ccc(S(N)(=O)=O)cc1
44: CN(CC(=O)Nc1ccc(N2CCOCC2)cc1)C(=O)c1cn(-c2ccccc2)nc1-c1ccccc1
assay / entry	39	40	41	42	43	44
CHO-K1 Ca ag	0.8	4.5	3.1	7.2	1.2	0.8
TAAR1 antag	-12	38	9	-1	-10	3
CHO-K1 Ca antag	-12	7	-9	-1	-9	10
M1 ag	5	-3	-1	-7	-5	-4
V1aR counter	0.1	0.6	-0.1	-1.0	-0.2	6.5
CHO parental Ca	-17	-15	-10	-9	-8	-9
OXTR potentiator	-4	-17	6	4	-6	-2
M1 PAM parental	-3	-2	4	8	17	-11
TAAR1 agonist	18	12	6	4	5	2
